Assay outcomes as filed in PubChem.
Pf Dd2 inh: inhibitors of Plasmodium falciparum Dd2 growth; P. falciparum Dd2 growth, SYBR Green, 72 h; Potency, µM (top dose mostly 28.9 µM), inactives show top-dose activity, negative = inhibition, actives largely listed as inhibitors; 4.3% of 120,000 active; AID 1347417; active = well fitted inhibition curve with a large enough effect; inconclusive = small, poorly fitted or top-dose-only effect; inactive = no such curve, though single readings can be large or run the other way;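 note: plate controls were DMSO vehicle for no effect and reference drug for full effect; nearly all actives have a fitted effect of over 65% in size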
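Readout: SYBR Green fluorescence, 485 nm excitation, 535 nm emission, after ~16 h lysis at 37C. Before that, Dd2-infected red cells (2.5% hematocrit) grew 72 h with compound, 29 uM top final concentration.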
Active calls of the source: *; i = inactive; ? = inconclusive; [ ] = another dose, or the depositor's remark. Potency is the fitted concentration of half-maximal effect.

SMILES | Pf Dd2 inh
Nc1nc2c(s1)C(c1ccc(F)cc1F)CC(=O)N2 (configuration not stated) | -15%
Cc1ccc2cccc(NC(=O)c3ccc(-c4cccc(Cl)c4Cl)o3)c2n1 | 5%
CCn1cc(C(=O)OCC(=O)Nc2cc(OC)cc(OC)c2)c(=O)c2ccc(C)nc21 | 32%[activator]
Cc1ccc(C)c(Cn2c(=O)n(CCCCCC(=O)NCc3ccc4c(c3)OCO4)c(=O)c3sccc32)c1 | ?
CCc1nnc(SCc2ccc(F)cc2Cl)c2cc3sc(C)cc3n12 | 15%
O=C(c1ccccc1Cl)N1CCCCC1CCN1CCOCC1 (configuration not stated) | -23%
CCOc1ccc(NC(=O)c2c(NCc3cccnc3)sc3c2CCC(C)C3)cc1 (configuration not stated) | i
Cc1ccc(O)c(NC(=O)c2noc3c2CCCCC3)c1 | 4.5µM*
O=C(Cn1ncc2c([nH]c3ccccc32)c1=O)NCCCN1CCN(c2ccccc2)CC1 | ?
CC(=O)N1CCOc2ccc(S(=O)(=O)NCC3CNCCOC3)cc21 (configuration not stated) | 9%
CNC(=O)NC[C@H]1CCN(Cc2ccc(OC)c(C)c2)C[C@H]1N(C)C | -4%
CNS(=O)(=O)c1ccc(NC(=O)c2nc3nc(C)cc(C(F)F)n3n2)cc1 | -1%
COc1ccccc1C(=O)N1CCCCC1CCN1CCOCC1 (configuration not stated) | i
Cc1cnc(C(=O)N2CCC(c3nc(C4CCOCC4)no3)CC2)cn1 | -16%
CCN(C(=O)CSc1nc2ccccc2n1CC(=O)NCc1ccc(OC)cc1)c1ccccc1 | 25%
O=C(CC[C@H]1NC(=O)c2ccccc2NC1=O)NCCc1nnc2ccccn12 | -7%
O=c1cc(CNCc2nc(-c3ncccn3)no2)[nH]c2ccc(F)cc12 | -26%
COc1ccc(-c2nc(Cn3c(SCc4ccc(C)cc4)nc4cccnc43)c(C)o2)cc1OC | i
O=C(NCc1ccco1)[C@@H]1Cc2nc[nH]c2CN1Cc1ccc(Cl)cc1 | ?
Cc1ccc(NC(=O)CN2C(=O)COc3ccc(S(=O)(=O)Nc4ccccc4)cc32)c(C)c1 | -14%
CCS(=O)(=O)N1C[C@@H]2CN(c3nccc(NC)n3)C[C@]2(C(=O)O)C1 | 2%
CCc1ccc(-n2c(=O)c3c4c(sc3n(CC(=O)NCCCOC)c2=O)CCCC4)cc1 | 8%
O=C(c1ccccc1)N1CCNc2cnc(Nc3cccc(F)c3)nc2C1 | i
Cc1n[nH]c(C)c1CCCNC(=O)C1CC2(CCNCC2)CN1 (configuration not stated) | 10%
COCCOc1ccc(C(=O)N[C@@H]2CN(C(=O)NCc3ccccc3)CCC[C@H]2O)cc1 | 17%
CC(=O)Nc1ccc(NC(=O)c2ccc3c(c2)N(Cc2cccc(Cl)c2)C(=O)c2ccccc2S3=O)cc1 (configuration not stated) | 11µM*
CN(C)C(=O)C1CN(C(=O)Nc2cccc(Br)c2)CC12CCOCC2 (configuration not stated) | ?
COc1ccc(OC2CN(Cc3cccnc3)C2)cc1 | ?
CCOC(=O)c1cc2c(=O)n3ccccc3nc2n(CCCOC)c1=NC(=O)c1cc2ccccc2o1 | i
O=C(c1cnc(N2CCOCC2)nc1)N1CCn2nc(C(O)C3CC3)cc2C1 (configuration not stated) | 9%
Cc1nc2ncnn2c(C)c1CCC(=O)NCc1ccccc1Cl | 34%[activator]
CCOC(=O)c1c(NC(=O)COc2ccccc2)sc(C(C)=O)c1C | 15%
Cc1ccc(Cl)cc1NC(=O)N1CCC(CN2CCc3ccccc3C2)CC1 | 17%
O=C(c1ccc(F)cc1)N1CCC(c2nn(-c3ccc(Cl)cc3)c(=O)[nH]2)CC1 | ?
COc1ccc(CCNC(=O)c2ccc3c(c2)N(Cc2ccc(F)cc2)C(=O)c2ccccc2S3(=O)=O)cc1OC | ?
O=C1NCCCCCCN(C(=O)c2cccs2)[C@H]2CCCC[C@@H]12 | -18%
OC1(CN2CCCCC2)CCN(Cc2cccc(F)c2F)C1 (configuration not stated) | i
Cc1ccc(Cl)cc1NC(=O)c1sc2nc(C)c(C)c(C)c2c1N | 8%
CNC(=O)c1cc[nH]c1C1CCCN(C(=O)NCCOC)C1 (configuration not stated) | 13%
O=C(NC1CC1)C1CC(=O)N(c2n[nH]c3cc(Br)ccc23)C1 (configuration not stated) | -5%
CCc1noc(-c2cccn3c(CNC(=O)c4ccccc4F)nnc23)n1 | ?
CCC(=O)N1CCc2cc(S(=O)(=O)CCC(=O)N3CCN(c4ccccc4F)CC3)ccc21 | 28%
Cc1nc2ncccn2c1C(=O)N[C@H]1CCOC[C@H]1C1CCOCC1 | -2%
Cc1cccc(N(Cc2cc3ccccc3[nH]c2=O)C(=O)c2cccc(Cl)c2)c1 | i
COc1ccc(Cc2c(C)nn(-c3nc(C)c(C(=O)Nc4ccc(C)cc4C)s3)c2C)cc1 | -13%

In a second layout: 6 of the compounds above
smiles	Pf Dd2 inh
O=C1NCCCCCCN(C(=O)c2cccs2)[C@H]2CCCC[C@@H]12	-18%
CCc1noc(-c2cccn3c(CNC(=O)c4ccccc4F)nnc23)n1	?
COc1ccc(Cc2c(C)nn(-c3nc(C)c(C(=O)Nc4ccc(C)cc4C)s3)c2C)cc1	-13%
Cc1ccc(Cl)cc1NC(=O)N1CCC(CN2CCc3ccccc3C2)CC1	17%
CCC(=O)N1CCc2cc(S(=O)(=O)CCC(=O)N3CCN(c4ccccc4F)CC3)ccc21	28%
O=C(c1ccc(F)cc1)N1CCC(c2nn(-c3ccc(Cl)cc3)c(=O)[nH]2)CC1	?

Remaining list, next part:
SMILES | Pf Dd2 inh
COc1cccc(C(C(=O)O)N2CCN(c3ccccn3)CC2)c1OC (configuration not stated) | 3%
Cc1ccc(Cn2c(=O)n(Cc3ccccc3Cl)c(=O)c3ccccc32)cc1 | 98%[activator]
CCOc1ccccc1CNC(=O)c1sc2ncccc2c1-n1cccc1 | 25%
COc1ccc(-c2nc3c([nH]2)CN(S(=O)(=O)N2CCCC2)CC3)cn1 | -22%
Cc1ccc(NS(=O)(=O)c2ccc3c(c2)n(C)c(=O)n3C)cc1C | -7%
CCCCN(CCCC)C(=O)C1CCN(S(=O)(=O)c2cccc3nsnc23)CC1 | i
Cc1ccc(OCC(=O)Nc2ccc3nc(SCc4ccccc4)sc3c2)cc1 | -8%
Cc1ccc(-n2c(=O)c3ccc(C(=O)NCc4ccccc4Cl)cc3n(CC(=O)Nc3cccc(Cl)c3)c2=O)cc1 | ?
Cn1cnc(S(=O)(=O)N2CCCCC2c2nc(-c3cccnc3)n[nH]2)c1 (configuration not stated) | -5%
Cc1ccc2sc(N(Cc3cccnc3)C(=O)C3COc4ccccc4O3)nc2c1C (configuration not stated) | ?
COC[C@@H]1[C@H](NC(=O)c2cnc3c(c2)CCC3)[C@@H]2CCO[C@H]12 | 1%
Cc1cccc(CC(=O)N2CCC3(CC2)CC(N(C(=O)NC(C)C)C2CC2)CCO3)c1 (configuration not stated) | i
Cc1ccc(C(=O)N2CCC3(CC2)N(C)C(=O)CS3(=O)=O)c(C)c1 | 3%
COCC1CN(C)CC12CCN(Cc1ccc(C)o1)CC2 (configuration not stated) | -5%
O=C(Cc1ccccc1)NC1CCCc2c1[nH]c1ccccc21 (configuration not stated) | ?
COc1ccccc1-c1noc(-c2nc(C)no2)n1 | i
Cc1nn2c(=O)cc(COC(=O)c3ccc(NC(=O)c4cccs4)cc3)nc2s1 | 1%
CN(CC1CCOC1)C(=O)c1ccc(F)c(Cl)c1 (configuration not stated) | 26%[5.79 µM]
Cc1ccc(CN2CCCN(CC(=O)Nc3ccc(C)cc3C)S2(=O)=O)cc1 | 32%[activator]
CCc1cc2c(cc3c(=O)n(CC(=O)NCCOC)nc(CC)n32)s1 | 22%
COc1cc2ccccc2cc1C(=O)Nc1ccc2oc(-c3ccc(F)cc3Cl)nc2c1 | -29%
Cc1cccc(CCNC(=O)c2cnc3c(C)cccn3c2=O)c1 | 43%[activator]
CCc1ccccc1NC(=O)c1cc2sc(Cl)cc2n1CC | i
O=C(CCc1ccnc(N2CCOCC2)c1)NCCN1CCc2ccccc2C1 | ?
O=C(C1CCCC1)N1CC2(CCCN2CC2CC2)Cc2ccccc21 (configuration not stated) | ?
COc1ccc(C(=O)N2CCC(c3noc(-c4cccnc4)n3)C2)cn1 (configuration not stated) | 18%[5.79 µM]
Cc1ccsc1CN1CCc2c(sc3ncnc(N(C)C)c23)C1 | 5µM*
COc1cccc(CNC(=O)c2ccc3nc(-c4ccccc4)c(-c4ccccc4)nc3c2)c1OC | 9%
COc1ccc2c(c1)CC(C(=O)NCCc1ccc(S(N)(=O)=O)cc1)CO2 (configuration not stated) | 28%
O=C(CCSCc1cccc(Cl)c1)N1CCN(c2ccc(Cl)cc2)CC1 | 4%
Cc1ccc(NC(=O)N2CCC(Oc3ncccc3C(=O)N3CCCCC3)C2)cc1 (configuration not stated) | -17%
Cc1ccc(-c2nc3sc(CCNC(=O)c4ccc(Br)o4)c(C)n3n2)cc1 | i
CC1(C)[C@H](Cc2cc(CCO)on2)C[C@@H]1NCC1CC1 | -27%[44.1 µM]
Cc1nc(-c2ccc(S(=O)(=O)N3CCN(c4ccccc4F)CC3)cc2)co1 | 5%
COc1cc(OC)c(NC(=O)Cn2c(=O)oc3cc(S(=O)(=O)N4CCCC4)ccc32)cc1Cl | 0%
CC(C)=CC(=O)N1C[C@@H](NC(=O)Nc2ccc(F)cc2F)C[C@H]1C(=O)N[C@H](Cc1c[nH]c2ccccc12)C(N)=O | i
COc1ccc(CCNc2ncnc3c2nnn3C)cc1OC | 6%
CN(C)C[C@@H]1CN(c2ccccn2)C[C@H]1NC(=O)CC1=CCCCC1 | ?
CCOC(=O)C1CCN(C(c2ccc(C)cc2)c2sc3nc(-c4ccco4)nn3c2O)CC1 (configuration not stated) | 5%
CCOCCc1nn2c(=O)cc(COC(=O)c3ccc(NC(=O)C4CCCCC4)cc3)nc2s1 | i
O=C(CCc1nc2ccccc2s1)N1[C@H]2CC[C@@H]1c1cnc(-c3ccccc3)nc1C2 | ?
Cc1cc(Nc2cccc(C(F)(F)F)c2)nc2ccc(NC(=O)Cc3ccc(Cl)cc3)cc12 | 11µM*
Cc1nc2c(c(C)nn2C(C)(C)C)c(C)c1CCC(=O)Nc1ccc(F)cc1 | i
O[C@@H]1[C@@H](Cn2cc(-c3cccnc3)nn2)C[C@@H](NCc2nccs2)[C@@H]1O | -15%
COc1ccc(CNC(=O)N2[C@H]3CC[C@@H]2c2cnc(-c4ccccc4)nc2C3)cc1 | 11µM*
Cc1nc(-c2c3n(c(=O)n(CC(=O)Nc4ccc(Cl)cc4)c2=O)CCCCC3)no1 | ?
CCn1cc(S(=O)(=O)c2ccccc2)c(=O)c2cc(F)c(N3CCCCCC3)cc21 | ?
CCOc1ccccc1CN1CCN(S(=O)(=O)c2ccccc2)CC1 | 12%
CCC[C@@H]1CN(c2cc(NCCO)ncn2)C[C@H]1C(=O)O | 2%
CCOC(=O)c1cc(OC(=O)c2cc(Cl)ccc2OC)n(-c2ccccc2)n1 | 20%
Cc1cc(C(=O)N2CCC3(CC2)CC(N2CCN(CC(C)C)CC2)CCO3)n[nH]1 (configuration not stated) | 22%
CN1CCCCCCN(C(=O)COc2ccccc2)[C@H]2CCC[C@H]2C1=O | ?
COC1CCN(C(=O)c2ccnc(-c3nnc4ccc(N(C)C)nn34)c2)CC1 | -7%[44.1 µM]
CC(C)CCN1C[C@@H]2C[C@H]1C(=O)N(C)c1ccccc1O2 | ?
Cc1cccc(CNC(=O)c2c(C)noc2-c2cccs2)c1 | ?
CC(C)NC(=O)C1=NOC2CN(C(=O)c3ccn(C)n3)CC12 (configuration not stated) | 7%
CN(C)C(=O)c1ccc(NC(=O)Cn2nc(-c3ccccc3)c3ccccc3c2=O)cc1 | 84%[activator]
COC(=O)c1cc(NC(=O)Cn2nc(C)n3cccc3c2=O)cc(C(=O)OC)c1 | 2%
CC(=O)Nc1ccc(C)cc1S(=O)(=O)N1CCC(C)(c2noc(C)n2)CC1 | -25%
Cn1cccc1CN1CC[C@@H]2C(=O)NCCCCCCN(Cc3ccncc3)[C@@H]2C1 | 6.3µM*

Structures from the list above that have bromine:
SMILES | Pf Dd2 inh
CN(C)C(=O)C1CN(C(=O)Nc2cccc(Br)c2)CC12CCOCC2 (configuration not stated) | ?
O=C(NC1CC1)C1CC(=O)N(c2n[nH]c3cc(Br)ccc23)C1 (configuration not stated) | -5%
Cc1ccc(-c2nc3sc(CCNC(=O)c4ccc(Br)o4)c(C)n3n2)cc1 | i

Next part
SMILES | Pf Dd2 inh
COCCOc1ccc2c(n1)CCN(C(=O)c1cccnc1)C2 | 29%
O=C(OCc1ccccc1)N1CCC2(CC1)C(=O)NN=C2c1ccncc1 | ?
Cc1nc(-c2cccc(S(=O)(=O)N3CCC(C(=O)NCc4ccccc4)CC3)c2)no1 | ?
COc1ccccc1NC(=O)CSc1nnc(-c2nonc2NC(C)=O)n1-c1ccccc1 | -23%
CN(C)CCNC(=O)C1Cn2cccc2C(=O)N1Cc1ccccc1 (configuration not stated) | -25%
COCC1CN(C2CCC2)CC12CCN(C(=O)Cc1ccccc1OC)CC2 (configuration not stated) | 13µM*
Cc1ccc(CNS(=O)(=O)c2ccc3c(c2)CCN3S(C)(=O)=O)cc1 | ?

Exported field by field: entries from further up.
O=C(OCc1ccccc1)N1CCC2(CC1)C(=O)NN=C2c1ccncc1
  Pf Dd2 inh = ?

CN(C)CCNC(=O)C1Cn2cccc2C(=O)N1Cc1ccccc1 (configuration not stated)
  Pf Dd2 inh = -25%

COCCOc1ccc2c(n1)CCN(C(=O)c1cccnc1)C2
  Pf Dd2 inh = 29%

COc1ccccc1NC(=O)CSc1nnc(-c2nonc2NC(C)=O)n1-c1ccccc1
  Pf Dd2 inh = -23%

Only part of the results is shown; rates above refer to the full screens.
